Screening data deposited in PubChem BioAssay by National Center for Advancing Translational Sciences (NCATS).
KCNH2 WT inh: KCNH2 (human, wildtype) channel inhibition. AID 720551. U2OS, BacMam KCNH2, thallium flux FluxOr; active compounds read low. activity change, % at 1.84 µM. actives 0.37% (n = 340,000). Q12809;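 active = maximum activity change below -70%; inconclusive = maximum activity change between -70% and -50%; inactive = maximum activity change above -50%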; also: % is scaled to controls: 0 for no effect and ±100 for the full control effect
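U2OS cells transduced with wild-type KCNH2 virus are loaded with FluxOr dye for 45 min, and thallium flux is measured in kinetic reads before and after stimulation buffer. Rate constants are normalized to DMSO controls.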
TSHR antagonist: human thyrotropin receptor antagonism; P16473; TSHR-expressing cells, TSH-stimulated cAMP HTRF, 2 h; active compounds read low; activity change, negative = inhibition, % at 11.5 µM; actives 0.2% (n = 330,000); AID 504810;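 active = activity change below a set negative limit, meaning inhibition stronger than a set level, cut at about -70% in these data; inconclusive = activity change between two set negative limits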; also: % is scaled to controls: 0 for no effect and ±100 for the full control effect
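Cell-based HTRF cAMP assay; TSHR cells + compound, TSH EC80 (4nM final), 2 h, 37 deg C. Lysis with anti-cAMP cryptate and cAMP-d2, 30 min RT, read 665/620 nm.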
ELG1 DNA repair: blocks ELG1-dependent DNA repair in HEK293T cells; Potency, µM (top dose mostly 46.1 µM), for inactives: at the top dose activity change, negative = inhibition, hits mostly inhibitors; HEK293T ELG1-luciferase reporter, luminescence, 16 h; DNA damage induced by 5-fluorouridine; actives 2.3% (n = 330,000); also: potency is read from the fitted curve at half-maximal effect; % is scaled to controls: 0 for no effect and ±100 for the full control effect; nearly all actives have a fitted effect of over 55% in size
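Reporter activity after DNA damage by 5-fluorouridine is monitored. Compound-treated cells incubate 16 hr at 37 °C, then ONE-Glo is added for 30 min before luminescence reading.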
KCNH2 3.1 block: blocks the human KCNH2 3.1 channel isoform; U2OS KCNH2 3.1, thallium flux FluxOr; active compounds read low; activity change, % (tested at about 1.8 µM); actives 0.95% (n = 340,000); AID 720553;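 active = maximum activity change below -70%; inconclusive = maximum activity change from -70% to -50%; inactive = maximum activity change above -50%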;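 also: thallium influx rate constant from kinetic fluorescence after stimulation buffer; % is scaled to controls: 0 for no effect and ±100 for the full control effect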
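Thallium flux via FluxOr fluorescence (Red40 quencher, 45 min loading) in U2OS cells virally expressing the KCNH2 3.1 isoform (1.77 x 10^8 /mL virus, overnight at 37 C). Rate constants from 2-min kinetic reads post-stimulation, normalised to positive and negative controls.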
Eya2 inh: Eya2 (human) phosphatase inhibition; Potency, µM (top dose mostly 76.9 µM), inactives show top-dose activity, negative = inhibition, hits mostly inhibitors; O00167; actives 0.006% (n = 330,000); recombinant Eya2, OMFP fluorescence dephosphorylation (OMFP is methylfluorescein phosphate); also: potency is read from the fitted curve at half-maximal effect; % is scaled to controls: 0 for no effect and ±100 for the full control effect
Target sequence (O00167 whole entry, looked up): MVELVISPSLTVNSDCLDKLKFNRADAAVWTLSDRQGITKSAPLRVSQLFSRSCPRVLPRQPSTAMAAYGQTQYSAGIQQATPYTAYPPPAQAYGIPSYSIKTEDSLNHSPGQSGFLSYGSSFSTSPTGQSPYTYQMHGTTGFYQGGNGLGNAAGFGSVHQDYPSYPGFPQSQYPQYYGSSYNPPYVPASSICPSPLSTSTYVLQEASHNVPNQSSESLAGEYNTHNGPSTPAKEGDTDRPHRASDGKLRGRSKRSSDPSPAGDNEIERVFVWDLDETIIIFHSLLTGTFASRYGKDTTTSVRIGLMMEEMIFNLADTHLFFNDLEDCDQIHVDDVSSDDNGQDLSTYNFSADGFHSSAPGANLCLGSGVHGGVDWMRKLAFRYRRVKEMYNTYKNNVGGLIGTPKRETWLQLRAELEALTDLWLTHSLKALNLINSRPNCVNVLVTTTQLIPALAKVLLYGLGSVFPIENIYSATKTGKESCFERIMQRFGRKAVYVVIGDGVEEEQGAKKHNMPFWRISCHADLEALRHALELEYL
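Eya2 protein (added as 0.2 uM solution) was preincubated with compound for 10 min at ambient temperature in 50 mM HEPES pH 7.5, 50 mM NaCl, 5 uM MgCl2, 0.05% BSA, 1 mM DTT. OMFP (added at 50 uM) then reacted 10 min; fluorescence read at 485/525 nm.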
TCR activator: activators of T cell receptors. primary human leukocytes, anti-CD3, IL-2 HTRF, 48 h. Potency, µM (titrated, usually from 9.22 µM), without a hit: at the top dose activation of IL-2 secretion, hits mostly activators. 330,000 tested, under 10 active; also: % of control where 0% means no effect
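Primary human leukocytes incubated 48 hr with anti-CD3 beads plus compound, without co-stimulation. Secreted IL-2 measured by HTRF (europium cryptate/d2 anti-IL-2 pair, 320 nm excitation, 665 nm emission).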
Mito fusion yeast: mitochondrial division inhibition or fusion activation | Potency, µM (titrated, usually from 46.1 µM), for the others: top-dose growth rescue (activation), most hits filed as activators | actives 0.23% (n = 320,000) | AID 485298 | S. cerevisiae fusion-defective mutant growth rescue, CellTiterGlo 48 h;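 also: potency is read from the fitted curve at half-maximal effect; % of control where 0% means no effect; nearly all actives have a fitted effect of over 45% in size; temperature-sensitive fusion mutants such as fzo1-1 at 37 °C on non-fermentable ethanol glycerol medium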
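Compounds are tested for their ability to restore growth of mitochondrial fusion-defective yeast strains at non-permissive 37C in YPEG medium over 48 hours. Viability is quantified by luciferase luminescence.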
USP2a inh: inhibitors of human ubiquitin-specific protease USP2a | USP2 core, Ub-CHOP2 coupled fluorogenic reporter, 485/531 | Potency, µM (doses to about 38.3 µM), for inactives: at the top dose activity change, negative = inhibition, actives largely listed as inhibitors | actives 0.01% (n = 330,000);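 also: potency is read from the fitted curve at half-maximal effect; plate controls were DMSO wells for no effect and full inhibition by NEM control for full effect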
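Deubiquitinase activity read as fluorescence (485/531 nm) after Ub-CHOP2 cleavage activates the enterokinase reporter on its substrate; USP2 core 10nM, Ub-CHOP2 and substrate 25nM each, 30min compound preincubation then 60min RT; data normalized to NEM, curves fitted.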
TRPV1 ag: activates the human vanilloid receptor TRPV1. TRPV1-expressing cells, Fluo-8 calcium influx, agonist mode. AID 540275. actives 0.19% (n = 320,000). activation, % at 8.33 µM; in the data active = activation above about 80%; inconclusive = between about 30% and that limit; also: 0% is about no effect
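Fluo-8 calcium influx in TRPV1-expressing cells, kinetic read (ex 480/em 520 nm). Compound added and read 3 min for agonist activity, followed by capsaicin at EC20 final and 2 min further read for enhancement.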
A-T KAP1 phos: potential ataxia-telangiectasia treatments restoring KAP-1 phosphorylation; actives 0.19% (n = 320,000); Potency, µM (highest dose often 57.5 µM), inactives show at the top dose activation, usual class: activators; AID 485349; […] A-T fibroblasts, KAP-1 phosphorylation AlphaLISA; neocarzinostatin DNA damage 30 min before lysis; also: potency is read from the fitted curve at half-maximal effect; % of control where 0% means no effect; nearly all actives have a fitted effect of over 45% in size
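ATM-like activity read as KAP-1 phosphorylation via AlphaLISA donor/acceptor antibody pairs after lysis and 6 hr at 25C. Cells were ATM-null patient fibroblasts ([…], hTERT), dosed 60 min, then exposed to the DSB inducer NCS for 30 min.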
The depositor's hits bear a star; ? = inconclusive; . = no result given; [ ] = another dose, or the depositor's remark. Unless noted, calls follow the shape of the dose curve; as a rule, active = well fitted curve in the direction sought with a large enough effect; inconclusive = small, poorly fitted or top-dose-only effect, or another doubt; inactive = no such curve, though single readings can be large; an effect the other way counts as inactive or inconclusive. The list is partial; count on the stated rates, not on these rows.

SMILES	KCNH2 WT inh	TSHR antagonist	ELG1 DNA repair	KCNH2 3.1 block	Eya2 inh	TCR activator	Mito fusion yeast	USP2a inh	TRPV1 ag	A-T KAP1 phos
CC(Sc1nnc(-c2cccs2)n1N)C(=O)NCC1CCCO1 (configuration not stated)	-3	15	-9%	1	22%	3%	-1%	0%	-1	-5%
O=C(Nc1ccc(Cl)c(Cl)c1)OCc1cnc(Cl)s1	-6	-4	?	-12	-16%	4%	1%	0%	7	-3%
COc1ccc(-c2nsc(SCC(=O)NCc3ccc4c(c3)OCO4)n2)cc1	-26	-10	2%	33	-3%	-12%[46.1 µM]	1%	5%	2	3%
CCC(CC)C(=O)c1c[nH]c(C(=O)NCCCn2ccnc2)c1	3	-8	-6%	3	-5%	-3%	0%	1%	-2	-3%
O=C(CSc1nnc(Cc2csc(Nc3cccc(Cl)c3)n2)o1)N1CCc2ccccc21	-3	-17	?	-14	-3%	-4%	1%	3%	1	4%
CCN=C1S/C(=C/c2ccc(-c3ccc(F)cc3)o2)C(=O)N1CC	6	-6	-2%	-3	-21%	-11%	-80%[inhibitor]	2%	5	31%
COc1ccc(NC(=O)C(C)(C)Oc2ccc(Cl)cc2)cn1	-29	13	11%	-8	-5%	2%	8%	-1%	21	-2%
Cn1sc(NC(=O)c2ccc(Cl)cc2)nc1=O	4	3	?	-3	-3%	-3%	0%	-6%	2	2%
CC(Oc1ccc(Cl)cc1Cl)C(=O)NC1CCSC1=O (configuration not stated)	-4	2	0%	-25	6%	-3%	0%	-1%	20	3%
CCOC(=O)C1CCN(S(=O)(=O)c2ccc(Cl)s2)CC1	-3	-2	8%	-8	4%	2%	18%	9%	0	9%
C#CCOC(=O)/C(=C/C=C/c1ccccc1)NC(=O)c1ccccc1	-2	44	-7%	-33	0%	1%[46.1 µM]	13%	0%	29	1%
CC1CCc2c(sc(NC(=O)COC(=O)c3ccc(NC(=O)CC#N)cc3)c2C#N)C1 (configuration not stated)	6	.	25%	0	-10%	-4%	1%	0%	-4	-3%
COc1cccc(OC)c1C(=O)N1CCN(Cc2ccccc2C)CC1	3	-18	-20%	-2	-2%	-3%	-1%	-1%	1	1%
CCC1=C(c2ccc(C)cc2)S(=O)(=O)N=C1N1CCC(C(=O)NCCCN2CCCCC2C)CC1 (configuration not stated)	-6	4	12%	3	-9%	14%	-4%	3%	-1	4%
COc1ccc(NC(=O)COC(=O)c2c3c(nc4ccccc24)CCCC3)cc1	-7	-34	16µM*	-14	-2%	2%	-10%	-13%	4	8%
Cc1c(C(=O)NC2CCCc3ccccc32)oc2ccc(S(=O)(=O)N3CCOCC3)cc12 (configuration not stated)	-1	15	-14%	-22	18%	.	5%	3%	3	5%
Cc1ccc2oc(C(=O)NCc3ncc(C)[nH]3)c(C)c2c1	-14	5	3%	-22	-3%	2%	-3%	2%	0	-2%
COC(=O)[C@@H](NC(=O)Nc1ccc2c(c1)OCCO2)C(C)C	-4	2	10%	0	-5%	0%	-2%	1%	0	2%
O=C(CN1C(=O)c2ccc([N+](=O)[O-])cc2C1=O)NCc1ccco1	12	-12	0%	-14	-1%	1%	-1%	2%	1	-1%
CC1(C)Cc2ccccc2-c2nc(CN3CCOCC3)[nH]c(=O)c21	13	-6	-10%	6	3%	-1%	0%	6%	?	5%
CCCCNC(=O)CC(C(=O)N1CCc2ccccc21)n1ccnc1 (configuration not stated)	-3	9	14%	5	5%	.	-1%	0%	7	11%
O=S(=O)(Nc1nc(SCc2ccc(Cl)cc2)n[nH]1)c1ccc(F)cc1	0	-30	4%	4	-24%	13%	29%	-1%	4	-15%
CCCn1cc(S(=O)(=O)CC(=O)NC2CCCCC2)c2ccccc21	-20	-7	-11%	4	5%	3%[46.1 µM]	0%	4%	-1	-1%
CCCN(C(=O)CCl)C1=CCCCC1	-12	-3	-12%	-3	-2%	0%	-7%	11%	3	4%
CCC(C(=O)O)n1nnc(-c2ccc(-c3ccc(OC)cc3)cc2)n1 (configuration not stated)	-20	-18	?	-3	17%	12%	-1%	0%	-1	6%
C=CCC1NS(=O)(=O)OC2CCCC12 (configuration not stated)	.	-2	1%	.	12%	-1%	1%	3%	2	0%
CCOc1ccc(CC2CCC(=O)NC2=O)cc1 (configuration not stated)	.	-9	?	-1	-3%	5%[46.1 µM]	-6%	7%	2	0%
CCc1ccc2c(c1)C(NC(C)=O)C(=O)N2CCN1CCOCC1 (configuration not stated)	0	5	-2%	12	4%	1%	7%	-1%	-2	-7%
CCOC(=O)C1=C(CC)Nc2ccccc2N=C1NC(=O)c1ccc(S(=O)(=O)N2CCOCC2)cc1	0	-8	-23%	-21	0%	10%	8%	1%	?	-1%
CS(=O)(=O)N(CC(=O)Nc1ccc(F)cc1)C1CCCCC1	1	-1	6%	9	-3%	1%	-8%	-3%	2	-7%
CCSc1nc2c(c(=O)[nH]1)C(c1cccs1)C(C(=O)OC)=C(C)N2 (configuration not stated)	-17	0	11%	-16	6%	13%	8%	1%	-1	4%
COc1cccc(Nc2ncnc3onc(-c4ccccc4OC)c23)c1	6	-7	-6%	-3	-1%	4%	3%	1%	8	4%
CS(=O)(=O)N1CCc2cc(C(=O)Nc3ccc(Cl)cc3)ccc21	-13	-6	-20%	8	3%	0%	2%	-1%	84*	-10%
O=C(O)CCC(=O)N1CCc2cc(S(=O)(=O)NCCc3ccc(Cl)cc3)ccc21	3	-15	6%	-18	1%	2%	-1%	2%	2	2%
Cc1c(-c2ccccc2)[n+](=O)c(-c2ccco2)c(C)n1[O-]	1	5	-6%	8	20%	5%	-1%	3%	-1	-5%
Cc1ccc(-c2nsc(SCC(=O)NCc3ccc4c(c3)OCO4)n2)cc1	-10	-5	?	-12	-1%	7%[46.1 µM]	9%	3%	0	6%
CCOCCCn1c(SCC(=O)N2CCOCC2)nc2ccccc2c1=O	-1	4	-11%	-8	6%	0%	4%	-2%	11	7%
CC(C)CNc1c(N)n(CC(C)C)c(=O)[nH]c1=O	9	7	5%	4	-7%	-3%	-3%	13%	-1	-8%
COc1ccc(Cn2ccnc2SCC(=O)Nc2cccc(NC(C)=O)c2)cc1	2	1	?	-3	0%	.	-7%	3%	0	-3%
COc1cccc(CNC(=O)CCCn2ccc3cc(S(=O)(=O)N4CCCC4)ccc32)c1	-7	3	23µM*	-14	-1%	1%	4%	2%	?	9%

Pulled one by one from the list above (2):
SMILES	KCNH2 WT inh	TSHR antagonist	ELG1 DNA repair	KCNH2 3.1 block	Eya2 inh	TCR activator	Mito fusion yeast	USP2a inh	TRPV1 ag	A-T KAP1 phos
O=C(O)CCC(=O)N1CCc2cc(S(=O)(=O)NCCc3ccc(Cl)cc3)ccc21	3	-15	6%	-18	1%	2%	-1%	2%	2	2%
CC(C)CNc1c(N)n(CC(C)C)c(=O)[nH]c1=O	9	7	5%	4	-7%	-3%	-3%	13%	-1	-8%

Later entries
SMILES	KCNH2 WT inh	TSHR antagonist	ELG1 DNA repair	KCNH2 3.1 block	Eya2 inh	TCR activator	Mito fusion yeast	USP2a inh	TRPV1 ag	A-T KAP1 phos
C=CCn1c(SCC(=O)c2[nH]c(C)c(C(=O)OCC)c2C)nc2scc(-c3ccccc3)c2c1=O	11	0	-24%	-5	4%	11%[46.1 µM]	3%	-1%	-3	-2%
O=C(CSc1nnc2ccc(-c3ccc(F)cc3)nn12)NCC1CCCO1 (configuration not stated)	3	10	15%	-7	-5%	-2%	1%	0%	-3	6%
CC(=O)Nc1ccc(/C=C/C(=O)c2ccc3c(c2)OCCO3)cc1	-16	-3	8%	-2	1%	0%	-2%	-1%	3	-3%
COc1ccccc1C(=O)Nc1nc2ccccc2[nH]1	-8	-5	?	0	4%	0%	-36%[inhibitor]	0%	9	8%
COc1ccccc1N1CCN(/N=C(\C)c2ccccc2O)CC1	-4	11	-1%	-28	0%	13%	0%	0%	-8	7%
